HSF-1 act: increases HSF-1 driven luciferase reporter signal; activation, % at 9 µM; hit rate 1.7% among 300,000; NIH3T3-HGL HSF-1 luciferase reporter, MG132, 8 h; 100% = twice DMSO control signal; AID 504408;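 active = mean replicate activation of at least 50% with a set share of replicates each reaching 50%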;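 also: 0% = median of the neutral control wells and 100% = twice that signal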
GSK3A inh: inhibitors of human GSK-3 alpha kinase | P49840 | ADP-Glo luminescence, 60 min | inhibition, % at 10 µM | hit rate 0.1% among 320,000 | AID 2650;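 in the data active = inhibition above about 50%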;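 also: GST-tagged GSK-3 alpha with peptide substrate and 25 µM ATP; 0% = DMSO neutral wells and 100% = GW8510 positive control wells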
Target sequence (P49840 whole entry, looked up): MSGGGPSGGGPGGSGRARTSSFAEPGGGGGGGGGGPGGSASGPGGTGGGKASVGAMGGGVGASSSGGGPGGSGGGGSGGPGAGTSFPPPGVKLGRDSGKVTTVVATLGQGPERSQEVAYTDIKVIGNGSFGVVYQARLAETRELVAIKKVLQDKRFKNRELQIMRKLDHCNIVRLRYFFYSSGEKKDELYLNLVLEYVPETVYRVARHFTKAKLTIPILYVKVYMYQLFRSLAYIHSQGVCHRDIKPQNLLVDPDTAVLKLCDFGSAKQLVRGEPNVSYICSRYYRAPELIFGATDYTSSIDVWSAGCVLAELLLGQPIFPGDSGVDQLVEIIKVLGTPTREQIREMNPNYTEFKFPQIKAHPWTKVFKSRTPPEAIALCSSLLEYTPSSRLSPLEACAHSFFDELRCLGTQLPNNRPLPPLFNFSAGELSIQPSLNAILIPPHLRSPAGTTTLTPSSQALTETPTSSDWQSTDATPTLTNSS
HSF1 inh: HSF1 inhibition | NIH3T3-HGL HSE-luciferase, MG132-induced, luminescence 8 h; stronger effect = lower value | activity change, negative = inhibition, % at 7.5 µM (by protocol) | hit rate 0.77% among 300,000 | AID 2098;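 active = more than half of replicate wells show activity change below -50%, luminescence cut by over half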;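 also: luciferase reports HSF-1 transcriptional activity via heat shock element; 0% = median of DMSO wells and -100% = zero luminescence signal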
IEC-6 tox: IEC-6 cytotoxicity, counter-screen for KLF5 inhibitors. luminescence viability. inhibition, % at 5 µM. hit rate 0.78% among 290,000. AID 1825; in the data active = inhibition above about 22%;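 also: 0% = plate median of test compound wells and 100% = cytotoxic reference compound wells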
HSP90 inh: inhibitors of HSP90 luciferase refolding in rabbit reticulocyte lysate; luciferase refolding luminescence, 3 h; inhibition, % at 5.6 µM; hit rate 0.91% among 290,000; AID 1789;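 active = inhibition above the screen-wide mean plus 3 SD, computed separately per campaign, cut at about 16% in these data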;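 also: 0% = DMSO wells and 100% = 60 µM geldanamycin wells; inhibitors lower the luminescence because luciferase stays unfolded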
KLF5 inhibitor: kruppel-like factor 5 inhibition; DLD-1 KLF5 promoter-luciferase reporter, luminescence; inhibition, % at 5 µM; hit rate 0.23% among 290,000; AID 1700;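 active = inhibition above a per-plate limit of that plate's mean compound inhibition plus 3 SD, cut at about 60% in these data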;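 also: 0% = DMSO wells and 100% = LY294002 at 200 µM; higher means less KLF5 promoter-driven luciferase light; inactives centre near -14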
Platelet DG rel: modulates dense granule release in human platelets. hit rate 0.22% among 300,000. inhibition, %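 (compounds screened at 7.5 µM in platelet-rich plasma)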. human platelet-rich plasma, SFLLRN dense granule ATP release, luminescence;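 active = mean replicate score, as percent of positive control, at or above 50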
GSK3beta inhib: human GSK3beta kinase inhibition; P49841; GST-GSK3beta kinase, ADP-Glo luminescence, 60 min; stronger effect = lower value; activity score (negative = inhibition), % at 10 µM; hit rate 0.038% among 300,000; AID 2097;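 active = more than half of replicate wells score below -50%, meaning over 50% inhibition versus plate controls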;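 also: 0% = median DMSO wells and -100% = median GW8510 positive control wells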
Target sequence (P49841 whole entry, looked up): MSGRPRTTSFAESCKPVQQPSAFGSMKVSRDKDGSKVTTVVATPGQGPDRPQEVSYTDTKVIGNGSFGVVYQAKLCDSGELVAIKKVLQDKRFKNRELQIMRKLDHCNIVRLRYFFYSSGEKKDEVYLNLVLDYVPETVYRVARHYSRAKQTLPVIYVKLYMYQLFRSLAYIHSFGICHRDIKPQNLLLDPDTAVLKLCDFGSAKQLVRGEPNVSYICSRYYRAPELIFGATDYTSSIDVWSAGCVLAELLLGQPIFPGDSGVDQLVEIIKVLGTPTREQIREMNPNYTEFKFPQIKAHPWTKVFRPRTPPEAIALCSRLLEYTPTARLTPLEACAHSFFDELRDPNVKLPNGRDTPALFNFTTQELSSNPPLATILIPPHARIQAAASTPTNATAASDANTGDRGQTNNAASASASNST
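Assay system: GST-tagged human GSK3beta kinase, cell-free; Input: 1.6 ng GSK3beta; Medium: Tris/MgCl2 kinase buffer; Timing: 60 min enzyme reaction, room temperature; Signal: ADP-Glo luminescence quantifying ADP generated by kinase; Evaluation: score relative to plate controls; Benchmarks: DMSO neutral wells and GW8510 at 20 µM as positive.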
DYRK1A inh: inhibitors of rat Dyrk1A kinase; Q63470; ADP-Glo luminescence, NFATc1 peptide; inhibition, % at 12.5 µM; hit rate 0.43% among 310,000; AID 504441; in the data active = inhibition above about 50%;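 also: plate controls were vehicle with enzyme for no effect and no enzyme for full effect; many of its hits are not listed in these tables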
aSyn 5UTR inh: MLPCN primary screen, SNCA 5' untranslated region; alpha-synuclein 5'UTR reporter, inhibitor activity; inhibition, % (tested at 7.5 µM); hit rate 0.82% among 300,000; AID 1813; in the data active = inhibition above about 60%;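 also: H4 neuroglioblastoma cells stably carrying SNCA 5'UTR luciferase fusion; 0% = DMSO wells and 100% = positive control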
Starred values were filed as active, the others as inactive; nt = no result given. This is a subset (hit frequency here may not be typical).

SMILES	HSF-1 act	GSK3A inh	HSF1 inh	IEC-6 tox	HSP90 inh	KLF5 inhibitor	Platelet DG rel	GSK3beta inhib	DYRK1A inh	aSyn 5UTR inh
COc1ccc(N2CCN(C(=O)c3sc4ncn(CC(=O)N5CCCCC5)c(=O)c4c3C)CC2)cc1	-8.0	-0.5	4.8	-6.4	-2.9	-18.3	-1.7	0.6	-7.0	37.1
Cc1[nH][nH]c(=O)c1N=Nc1ccccc1Cl	21.5	19.9	3.0	0.5	5.8	-22.6	15.3	-10.0	55.0*	-50.8
CC(C)N(C(=O)c1ccc(C(=O)Nc2ccc([N+](=O)[O-])cc2)cc1)C(C)C	-11.5	0.7	-0.1	-5.4	3.1	-23.7	7.3	1.8	-2.0	7.3
COc1cc(C(CCN2CCCC2)c2c(OC)cc(OC)c3ccc(=O)oc23)cc(OC)c1OC (stereo not drawn)	2.9	1.7	0.2	nt	nt	nt	5.6	2.3	2.2	-5.9
O=C(CCc1ccccc1)NC(=S)Nc1ccccc1Br	4.1	-0.8	13.5	-3.4	2.8	-35.0	-5.9	-0.4	-4.9	-6.1
CC1CCCCN1C(=O)COC(=O)c1cccc(NS(=O)(=O)c2ccccc2)c1 (stereo not drawn)	-1.2	-3.8	-0.4	nt	nt	nt	2.3	1.8	-13.9	3.7
COc1ccc(C(C(=O)NC2CCCCC2)N(Cc2cccs2)C(=O)Cc2c[nH]c3ccccc23)cc1OC (stereo not drawn)	0.8	3.8	7.4	-7.3	-2.2	-32.5	-0.1	-2.4	-10.8	-10.9
O=C(NCCc1nnc2ccc(NCc3ccc(F)cc3)nn12)c1ccccc1	-5.1	-2.6	-3.2	5.1	3.4	0.9	-8.7	0.2	nt	-8.0
Cc1cccc(CNC(=O)c2ccc3nc(Cc4ccccc4F)oc3c2)n1	23.3	0.6	22.0	-0.6	-5.6	-108.4	-2.3	1.9	2.2	-60.0
Cc1cccc(C(=O)O/N=C/c2c(N3CCOCC3)n(C)c3ccccc23)c1	-6.9	9.0	-4.0	-1.7	-1.4	-19.6	7.0	3.6	nt	71.7*
COc1cc(NC(=O)c2ccccc2-n2cnnn2)cc(OC)c1	-32.3	-0.2	-19.2	nt	nt	nt	0.8	-0.3	1.6	18.0
Brc1ccc(OCCOCCOc2cccc3cccnc23)cc1	19.5	-1.7	9.5	1.5	-2.6	-24.1	0.1	-0.8	7.4	13.3
COc1ccc(NC(=O)NCc2ccco2)c(OC)c1	9.1	nt	-4.5	-2.0	-1.6	-24.9	-1.9	0.1	-3.7	-22.1
COc1ccc(C2(c3ccc(OC)cc3)NC(=O)NC2=O)cc1	32.2	-0.6	-2.6	-0.1	-1.6	-12.6	-7.9	-1.8	-8.3	5.3
COCCn1nnnc1C(c1ccc(OC)c(OC)c1)N1CCN(c2nc3ccccc3s2)CC1 (stereo not drawn)	0.6	-0.5	0.9	1.9	6.3	-5.6	4.2	-3.5	0.5	3.6
Cc1cc(-c2n[nH]c(=S)n2/N=C/c2cccc(O)c2)n[nH]1	5.5	nt	-2.7	-0.1	0.1	-8.8	-4.0	-4.7	4.1	19.0
CCN(CC)S(=O)(=O)c1cc(OC)c(Cl)cc1Cl	-9.6	-9.8	1.5	-6.6	2.2	-26.6	-2.4	-1.4	-3.1	30.7
CNC(=O)c1[nH]cnc1C(=O)N[C@@H](C)C(=O)OCc1ccccc1	12.5	2.7	6.2	nt	nt	nt	-0.3	-5.5	6.7	-10.7
CCC(NC(=O)OC(C)(C)C)C(=O)Oc1ccc2c3c(c(=O)oc2c1)CCC3 (stereo not drawn)	-41.4	10.8	-24.9	-1.7	-4.3	-2.8	18.9	0.7	18.7	-0.7
O=C(NCCCN1CCCC1=O)c1ccc(OC(F)(F)F)cc1	10.2	-1.6	-2.0	1.8	-3.2	-5.6	0.2	0.7	-2.2	15.8
Cc1ccc(-c2nc3ccsc3c(=O)o2)cc1	42.9	1.6	28.8	0.2	-2.2	-38.4	-1.2	nt	8.1	-28.8
O=C(NCCOc1ccccc1F)c1ccccc1SCc1ccc(F)cc1	14.8	nt	-3.1	-2.8	-2.9	-35.0	27.1	1.5	2.4	9.1
COC(=O)c1ccc(C(=O)OC)c(NC(=O)Nc2ccc3c(c2)OCO3)c1	7.4	-3.2	6.7	6.6	-5.2	-46.5	-0.8	1.5	0.1	-123.6
N#Cc1ccc(C(=O)Nc2cccc3ccccc23)c(F)c1	9.5	-1.9	8.5	-1.0	4.7	-44.9	1.8	-0.4	-1.9	-14.1
C(#CCN1CCOCC1)COCCCOC(c1ccccc1)c1ccccc1	9.0	-2.0	0.4	-4.4	-1.7	-47.2	-1.7	-4.8	1.1	12.5
CCCC1=Nc2cc(C(=O)NCCCN3CCN(C)CC3)ccc2Sc2ccccc21	-62.2	1.6	-50.5*	-4.5	1.8	-31.6	15.1	0.1	5.7	-27.8
COC(=O)c1ccccc1NC(=O)C1CCN(C(=O)c2ccc(OC)cc2)CC1	5.8	1.5	-1.4	-3.3	-3.5	-19.5	-11.0	3.3	-3.8	17.2
COC(=O)c1ccc(N2C(=O)CC(N3CCOCC3)C2=O)cc1 (stereo not drawn)	-5.3	-6.0	-4.0	3.6	1.4	14.2	1.3	1.6	-0.3	18.7
CCc1nc(N)c(C#N)c(-c2cccnc2)c1C	nt	1.9	nt	3.3	1.1	8.9	-6.1	-3.4	10.4	26.4
O=C(O)c1ccc(CSc2nnc(COc3ccccc3)o2)cc1	-2.4	-0.4	3.1	-1.7	0.0	-13.3	0.7	0.1	-1.2	-17.2
Cc1ccc(-c2nc(CSCC(=O)NCCCN3CCOCC3)c(C)o2)cc1	-2.5	2.3	1.8	5.8	-3.7	-26.2	8.6	0.9	-4.9	-6.8
O=C(COc1cc(Cl)ccc1Cl)Nc1ccc2[nH]c(=O)[nH]c2c1	0.4	0.6	-1.4	nt	nt	nt	1.2	2.3	15.3	-2.6
CCOC(=O)c1ccc(NC(=S)N2CCN(CCO)CC2)cc1	-20.9	-1.2	-1.4	2.0	1.2	-49.2	15.3	-2.9	5.4	16.8
CC(C)(CNC(=O)c1cccc(F)c1)CNC(=O)c1cccc(F)c1	-3.1	-1.6	4.6	nt	nt	nt	2.0	0.2	-2.4	9.4
C=CCNC(=O)C1CC1(c1ccccc1)c1ccccc1 (stereo not drawn)	6.8	-0.2	-4.5	-5.7	1.8	-15.3	-4.5	-1.2	-0.5	-19.0
COc1cccc(NC(=O)NNC(=O)COc2ccc3ccccc3c2)c1	-1.5	-0.3	-8.7	3.9	0.3	-2.4	-1.0	-1.8	1.7	-2.6
Nc1cccc2nc3ccccc3cc12	16.7	nt	13.7	21.7	0.0	56.0	1.7	3.4	16.7	100.6*
Nc1nnc(SCc2ccccc2F)s1	6.4	-0.7	5.7	10.8	-3.1	-12.4	-0.2	0.1	-5.6	-17.0
Clc1ccccc1CSc1nnc(Cn2cnc3ccccc32)n1-c1ccccc1	12.9	1.9	1.5	8.2	5.0	-1.3	2.8	2.8	-6.7	-7.3
CC(C)N(C(=O)COC(=O)c1cccc(N(C)C)c1)c1ccccc1	13.0	-3.7	4.8	0.6	7.5	-2.7	-16.4	6.4	-7.4	9.8
CC(C)(C)C(=O)N1CCN(c2ccc([N+](=O)[O-])c(NCc3cccnc3)c2)CC1	33.0	-2.5	13.5	4.9	1.8	-6.1	-2.0	2.9	7.8	-15.4
Cc1nc2nc[nH]n2c(=O)c1NS(C)(=O)=O	2.5	-2.0	-3.6	-0.7	4.5	-24.9	-0.7	2.1	-3.9	-16.4
Cc1[nH]c2ccccc2c1CN1CCC(Cc2ccccc2)CC1	2.8	-2.0	4.6	6.5	4.3	-0.9	-0.2	1.0	nt	-21.1
Cc1cc(C(=O)N/N=C/c2cccc([N+](=O)[O-])c2)c2ccccc2n1	4.4	3.7	7.0	-0.2	5.0	2.0	-3.3	-4.2	-3.7	-12.5
CC1S/C(=C(\C#N)C(N)=O)N(c2ccc(F)cc2)C1=O (stereo not drawn)	4.3	5.5	2.0	-3.4	0.5	0.1	-2.4	-1.3	-2.4	-32.5
CC(CN1CCN(C)CC1)OC(=O)c1ccc(F)cc1 (stereo not drawn)	-12.2	-1.2	-13.4	1.9	5.4	-15.4	13.3	0.1	1.1	-0.9
O=C(CS(=O)(=O)Cc1ccccc1)Nc1ccc2c(c1)OCO2	16.3	-2.8	-0.6	-8.6	-0.1	-41.0	9.3	-0.9	-2.7	-58.7
CCCCN(C(=O)CSCC(=O)Nc1ccc(OC)cc1)c1c(N)n(Cc2ccccc2)c(=O)[nH]c1=O	2.1	-1.4	1.2	nt	nt	nt	10.9	-1.4	-2.8	2.1
CCOC(=O)c1cnc(NCc2ccccc2)nc1C	13.7	-0.8	9.3	-2.6	2.1	-33.7	-9.0	-2.8	-5.3	-73.1
Cc1[nH]nc(SCC(=O)N2CCCCCC2)c1[N+](=O)[O-]	-8.3	-2.0	0.0	2.6	1.2	3.2	14.1	3.2	7.1	-10.2
O=C(c1ccc(Cn2cc(Cl)cn2)o1)N1CCN(Cc2ccc3c(c2)OCO3)CC1	5.3	2.9	1.2	1.8	2.1	-25.6	-1.2	5.7	-0.9	27.2
Cc1cc(NC(=O)CSc2nnc(C)n2C)no1	-68.0	-2.8	-59.2*	-3.1	-1.4	-28.9	-3.6	1.4	-7.3	10.6
Cc1sc2ncnc(SCC(=O)NC(C)(C)C)c2c1C	-2.2	-1.2	-3.5	4.8	1.5	-6.6	-3.7	2.7	0.4	21.0
CC(C)c1ccc(/C=N/NC(=O)c2nnn(-c3nonc3N)c2CN2CCOCC2)cc1	-3.5	4.7	-2.0	-3.0	-4.0	3.5	30.2	-1.5	-2.8	-10.8
Cc1cccc(N2CCN(CC(=O)Nc3ccc(-n4cnnn4)cc3)CC2)c1C	-2.6	0.8	0.4	0.3	-0.5	-2.4	-0.7	6.2	5.1	29.1
O=C(NCCCN1CCOCC1)C(C(=O)NCCCN1CCOCC1)c1ncc(C(F)(F)F)cc1Cl	4.1	-0.6	-11.0	3.8	0.1	-19.8	-2.0	0.0	3.9	0.1
CC(=O)c1ccc(OCC(=O)NC2CCS(=O)(=O)C2)cc1 (stereo not drawn)	-2.5	0.7	-2.4	0.9	1.4	-3.7	9.7	0.9	-2.6	9.8
O=C1N(Cc2cccnc2)C[C@@H]2C[C@@H](c3cccc(OC4CCCC4)c3)N3CCC[C@@]123	-4.4	0.8	1.5	-4.1	4.6	-6.0	11.4	0.7	0.1	11.9
O=C(C1CCC(=O)N(C2CC2)C1)N(CCO)Cc1ccccc1 (stereo not drawn)	17.7	-1.3	-1.1	-2.5	-5.5	-6.2	0.5	-1.4	-2.3	5.8
CCOC(=O)CSc1ncc(-c2ccccc2)cn1	-0.6	-0.4	1.9	-2.2	-3.4	-26.0	-2.7	-0.6	-0.6	-12.2
O=C(NCCc1c[nH]c2ccccc12)C(=O)NCC1OCCN1S(=O)(=O)c1ccc(Cl)cc1 (stereo not drawn)	0.2	-1.3	5.1	-1.4	2.4	-12.1	2.8	-1.8	-2.1	2.2

Assay outcomes (PubChem BioAssay)
